PLAP activator: activates human placental alkaline phosphatase; P05187; purified PLAP enzyme, luminescent substrate read-out; stronger effect = higher value; activation fold at 20 µM; 96,000 compounds, 1.2% hits; AID 696; in the data active means activation fold above about 2
Pyk2 oligo antag: blocks oligomerization of human Pyk2 in cells. Q14289. Q293 cells, Pyk2 FERM NanoBiT luminescence; stronger effect = lower value. z-score (the deposit names both 25 µM and 10 µM). 99,000 compounds, 0.83% hits;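 active means Z-score of -3 or lower, scaled per plate to the spread of control and sample wells; inactive means z-score above -3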;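 further: negative z-score means lost luminescence so less FERM oligomerization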
CYP2C19 activ: increases human CYP2C19 enzyme activity; AID 1025; activation factor at 5 µM; 96,000 tested, under 10 active; P33261; recombinant CYP2C19, luciferin-H EGE luminescence; stronger effect = higher value; 0 = fully inhibited enzyme, 1 = untreated enzyme;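 active means activation factor of at least 2 at 5 µM in the primary screen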;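 further: 0 = wells with 2.5 mM tranylcypromine and 1 = vehicle-only wells; values of inactives mirror those of a sister screen read the other way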
Target sequence (P33261 whole entry, looked up): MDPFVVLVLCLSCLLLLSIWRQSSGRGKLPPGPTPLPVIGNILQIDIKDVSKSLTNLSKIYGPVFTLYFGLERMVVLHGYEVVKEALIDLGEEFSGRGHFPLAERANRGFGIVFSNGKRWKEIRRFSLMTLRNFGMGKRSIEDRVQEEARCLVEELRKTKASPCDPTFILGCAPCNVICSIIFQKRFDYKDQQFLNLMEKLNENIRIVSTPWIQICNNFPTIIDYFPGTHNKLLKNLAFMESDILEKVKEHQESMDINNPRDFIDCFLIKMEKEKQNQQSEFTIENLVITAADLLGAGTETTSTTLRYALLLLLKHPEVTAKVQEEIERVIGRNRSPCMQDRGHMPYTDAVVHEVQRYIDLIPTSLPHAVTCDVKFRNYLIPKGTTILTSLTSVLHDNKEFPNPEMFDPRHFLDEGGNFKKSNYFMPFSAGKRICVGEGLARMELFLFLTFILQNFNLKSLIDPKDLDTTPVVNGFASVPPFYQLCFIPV
CYP2C9 act: CYP2C9 (human) activation | P11712 | recombinant CYP2C9, luciferin-H conversion, luminescence; stronger effect = higher value; factor 1 = untreated enzyme, 0 = blocked | activation factor at 5 µM | 96,000 compounds, 1.4% hits | AID 1024;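 active means activation factor of 2 or more for CYP2C9 at a 5 µM dose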;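 further: 0 = sulfaphenazole-blocked wells and 1 = vehicle-only wells; values of inactives mirror those of a sister screen read the other way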
Target sequence (P11712 whole entry, looked up): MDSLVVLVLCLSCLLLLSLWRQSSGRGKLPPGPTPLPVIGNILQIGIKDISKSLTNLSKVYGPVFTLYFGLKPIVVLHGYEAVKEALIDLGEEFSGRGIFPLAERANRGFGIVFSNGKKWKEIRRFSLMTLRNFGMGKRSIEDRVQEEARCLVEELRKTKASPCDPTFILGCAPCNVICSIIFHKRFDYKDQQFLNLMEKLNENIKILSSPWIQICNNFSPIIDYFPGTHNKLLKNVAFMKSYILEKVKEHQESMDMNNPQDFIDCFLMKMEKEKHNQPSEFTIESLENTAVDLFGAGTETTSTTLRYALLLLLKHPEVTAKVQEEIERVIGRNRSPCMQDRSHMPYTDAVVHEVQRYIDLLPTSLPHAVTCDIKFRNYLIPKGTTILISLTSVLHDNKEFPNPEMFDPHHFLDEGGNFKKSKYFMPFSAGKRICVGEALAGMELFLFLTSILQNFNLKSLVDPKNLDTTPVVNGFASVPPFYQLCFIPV
MT1-MMP txn act: MT1-MMP promoter transcription activation | HT1080 MT1-MMP promoter luciferase reporter, luminescence, overnight; stronger effect = higher value | activation factor at 10 µM | 86,000 compounds, 0.16% hits;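 active means activation factor of at least 2 for MT1-MMP transcription at 10 µM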
Mac1 fbg inh: blocks human CD11b/CD18 adhesion to fibrinogen | K562 CD11b/CD18 adhesion to fibrinogen, ATPlite luminescence; Mn2+ added to activate the integrin | inhibition, % at 10 µM | 93,000 compounds, 0.54% hits | AID 1497;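 active means primary inhibition of 50% or more at 10 µM, then 40% or more on retest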; further: some results filed as inactive read as strong as hits
CYP2C9 inh: inhibitors of human CYP2C9; CYP2C9 Supersomes, luciferin-H conversion, luminescence; 96,000 compounds, 20% hits; inhibition, % at 5 µM;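 active means blocking of liver enzyme CYP2C9 beyond about 50% at 5 µM, limit read from the data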; further: values of inactives mirror those of a sister screen read the other way
CD11b adhes enh: enhancers of human CD11b/CD18 binding to fibrinogen; K562 CD11b/CD18 adhesion to fibrinogen, ATPlite luminescence; 93,000 compounds, 0.07% hits; activation, % at 10 µM; P05107+P11215;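 active means 10 µM primary screen giving 50% or more activity, confirmed by 40% or more on retest at that dose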; further: strong numbers were not always called active; reference of the scale not given here
CYP2C19 inh: human CYP2C19 inhibition | P33261 | CYP2C19 Supersomes, luciferin-H EGE luminescence, 30 min | inhibition, % at 5 µM | 96,000 compounds, 21% hits | AID 778;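 active means CYP2C19 inhibition above a set limit at 5 µM in the primary screen, cut at about 50% in these data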;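 further: plate controls were negative control wells for no effect and 2.5 mM tranylcypromine positive control for full effect; values of inactives mirror those of a sister screen read the other way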
Starred values were filed as active, the others as inactive; x = not tested or not shown.

molecule	PLAP activator	Pyk2 oligo antag	CYP2C19 activ	CYP2C9 act	MT1-MMP txn act	Mac1 fbg inh	CYP2C9 inh	CD11b adhes enh	CYP2C19 inh
Cc1cc(Nc2cccc(F)c2)nc(-c2ccccc2O)n1	0.8	-1.3	1	1	1	-11.1	-0.9	-3.3	-2.8
CSCCC(NC(=O)C12CC3CC(CC(C3)C1)C2)C(=O)OCC(=O)c1ccc(Cl)cc1 (centres undefined)	1.1	0.69	1	1	x	-17.1	-1.2	-2.5	1.3
CCCN(CCC)CCNC(=O)C1c2ccccc2C(=O)N(CCOC)C1c1ccc(F)cc1 (centres undefined)	1.9	0.65	1	1.3	1.1	-5.5	-32.6	-1.7	0.6
Cc1ccc(C(=O)COC(=O)c2cccc(NC(=O)c3ccc([N+](=O)[O-])cc3[N+](=O)[O-])c2)cc1	1.1	-0.94	0.6	0.5	x	x	49.8	x	39.5
CCSC(=O)N(CC)CC(=O)Nc1c(CC)cccc1CC	0.8	1.04	0.6	0.7	x	-15.4	27.6	-2.3	41.8
O=C(CCNc1ccc(F)cc1)c1ccco1	0.9	0.28	0.3	1	1.3	3.4	-1.2	-1.6	65.0*
Cc1ccc2nc(NC3=NCN(Cc4cccnc4)CN3)nc(C)c2c1	1.2	0.62	1.1	1.1	0.9	-25.7	-13.5	-2.0	-8.2
O=C(CC1OC(=O)c2ccccc21)NC1CCCCC1 (centres undefined)	1.1	-0.17	1.1	2*	1.3	5.7	-99.1	-4.7	-5.7
CSc1ccccc1NC(=O)COc1ccccc1Cl	0.7	-0.8	0.2	0.4	x	x	58.7*	x	76.8*
Cc1csc(NC(=O)NC2(C(F)(F)F)Oc3ccccc3O2)n1	0.9	0.11	1.1	1.1	1.3	-19.6	-6.5	-2.0	-13.3
COCC(=O)Nc1c(C(=O)Nc2cccc(OC)c2)oc2ccccc12	1.2	-0.97	0.9	0.4	1.2	-24.0	63.5*	-1.1	11.1
COc1ccc(NC(=O)c2cc3c(=O)n(C)c4ccccc4c3n2C)cc1OC	1.5	x	1	1.5	1	0.2	-52.2	-4.2	-0.4
C/C(=N\NC(=O)c1cc2ccccc2cc1O)c1ccc2c(c1)OCO2	1	0.32	0.9	0.7	x	-19.7	27.0	-1.2	10.4
O=C(NCc1ccccn1)C1COc2ccccc2O1 (centres undefined)	1.2	0.05	0.2	1	1.1	-9.2	-0.7	0.0	77.1*
O=C(Cc1cccs1)NCc1ccc2c(c1)OCO2	0.7	0.31	0.1	0.6	1.6	-6.2	37.7	-1.0	91.7*
COC(=O)CSC1=C(C#N)C(=O)NC(c2ccccc2)S1 (centres undefined)	1.6	0.49	0.4	0.1	0.8	-28.2	92.5*	-0.7	58.0*
COc1cc(/C=N/NC(=O)c2ccncc2)ccc1OC(=O)c1ccc([N+](=O)[O-])cc1	1	-0.56	1	0.9	x	x	5.2	x	0.2
CCOCCCNC(=O)C1CCN(C(=O)Nc2ccc(Cl)cc2)CC1	1.3	-0.38	1.1	1.1	0.9	-16.6	-9.4	-1.8	-8.8
COc1ccc(CC(=O)Nc2ccc(N3CCN(c4ccc(OC)cc4)CC3)c(C#N)c2)cc1	0.8	1.2	0.9	0.6	0.9	4.4	38.7	14.4	9.8
O=c1[nH]c2ccccc2n1Cc1ccc(Cl)cc1	1.1	0.23	0.3	0.8	1.1	4.2	23.7	-0.6	72.8*

Single records, as listed above. Order of screens: PLAP activator	Pyk2 oligo antag	CYP2C19 activ	CYP2C9 act	MT1-MMP txn act	Mac1 fbg inh	CYP2C9 inh	CD11b adhes enh	CYP2C19 inh
Entry for `COc1ccc(CC(=O)Nc2ccc(N3CCN(c4ccc(OC)cc4)CC3)c(C#N)c2)cc1` → 0.8	1.2	0.9	0.6	0.9	4.4	38.7	14.4	9.8
Entry for `CCSC(=O)N(CC)CC(=O)Nc1c(CC)cccc1CC` → 0.8	1.04	0.6	0.7	x	-15.4	27.6	-2.3	41.8

Other entries:
molecule	PLAP activator	Pyk2 oligo antag	CYP2C19 activ	CYP2C9 act	MT1-MMP txn act	Mac1 fbg inh	CYP2C9 inh	CD11b adhes enh	CYP2C19 inh
Nc1nonc1C(=O)NCCNCc1ccccc1OCc1ccc(F)cc1	0.8	0.23	1	1	x	-4.4	1.7	-2.0	1.3
Cc1ccc2c(c1)N(CC(=O)Nc1ccc3c(c1)OCCO3)C(=O)CO2	1	-0.42	0.8	0.8	1	-8.6	17.2	-1.5	20.9
O=C(CSc1nc2ccc(Cl)cc2[nH]1)c1ccc2c(c1)OCO2	1.1	2.35	0.7	0.3	x	2.7	65.9*	-3.8	26.1
CSc1nc(C)nc2c1c(=O)n(C)c(=O)n2C	1	x	1.1	1.1	1	-4.6	-6.6	-1.6	-8.7
COc1ccc(N(CC(O)CN2C(=O)NC(C)(C)C2=O)S(=O)(=O)c2ccc(C)cc2)cc1 (centres undefined)	1.5	0.25	0.4	0.3	1.2	2.1	66.2*	-3.7	61.0*
Cc1csc(N(C(=O)c2ccc(S(=O)(=O)N(C)C)cc2)c2ccccc2)n1	1	1.39	1.1	1	1.1	-3.3	1.8	1.7	-10.5
COc1c(C)cccc1C(=O)Nc1cc(Cl)ccc1N1CCOCC1	0.9	-0.86	0.8	0.7	1	-6.8	26.5	11.6	20.6
CC(C)(C)NC(=O)CSc1nnc(CN2CCCCCC2=O)n1-c1ccccn1	1.6	0.82	1	1	1.2	-12.9	2.3	2.9	-1.0
COC(=O)c1cc(NCc2cccs2)ccc1N1CCOCC1	1.5	-0.22	0.2	0.4	1.5	-1.6	63.7*	-1.5	77.1*
O=C(NCCOCC(F)(F)C(F)F)c1cc(F)c(F)cc1Cl	0.9	-0.13	0.6	0.9	1.1	-17.8	14.9	7.7	38.1
CCn1cc(C(=O)NCc2ccccn2)c(=O)c2cc(S(=O)(=O)N3CCCCC3)ccc21	1.6	x	0.9	0.5	0.9	-22.7	48.2	-0.7	9.9
O=C(Nc1cc(=O)c2ccccc2o1)N1CCOCC1	0.9	-0.67	0.7	0.9	1	-26.0	14.8	2.7	28.8
O=S(=O)(c1ccccc1)N1CCN(C2CCCCCCC2)CC1	1.1	0.35	0.6	0.9	1.1	x	6.8	-3.5	43.5
COc1ccc(S(=O)(=O)Nc2cc(C)c(O)c(S(=O)(=O)c3ccccc3)c2)cc1	1	-0.73	0.5	0.2	1.3	-11.2	79.3*	4.6	53.0*
CC(C)NC(=O)NC(=O)CSc1nncn1C	1.2	0.4	1.1	1	x	-7.5	-3.6	-1.5	-7.5
CCOC(=O)c1c(N)n(CCOC(=O)c2cccs2)c2nc3ccccc3nc12	1.8	-1.08	0.1	0.2	1	-9.2	84.5*	-1.1	85.1*
CCCCOc1ccc(C(=O)Nn2cnnc2)cc1	1.1	0.9	0.1	0.1	1	-2.8	92.8*	-2.1	92.7*
O=c1cc(CO)oc(C(Nc2ccccn2)c2ccc(C(F)(F)F)cc2)c1O (centres undefined)	1.6	-0.77	0.9	1.1	1.1	x	-5.8	x	5.1
CCn1c(CCNC(=O)c2ccc(Cl)cc2)nnc1SCC(=O)NC1CCCC1	1.6	0.43	1.1	0.8	1.3	x	16.4	x	-10.9
O=C(Cc1ccc(NS(=O)(=O)c2ccc(F)cc2)cc1)NCc1ccccc1	1.3	-1.1	0.2	0.1	x	16.6	94.3*	0.4	75.5*
CC(C)(C)c1cc(CN2CCCCC2)cc(C(C)(C)C)c1O	1	x	0.9	0.9	1.3	20.3	7.6	5.6	12.7
Cc1nnc(SCCn2c(N3CCCC(C)C3)nc3c2c(=O)n(C)c(=O)n3C)s1 (centres undefined)	1.3	x	1	0.8	1.3	-1.9	23.3	3.9	4.0
CCCCCCCOc1ccc(OC(=O)c2cccnc2)cc1	0.8	-1.03	0.3	0.2	1.5	-1.3	76.8*	-3.8	66.0*
O=C(NCc1ccccn1)c1cc2n(n1)C(C(F)(F)F)CC(c1ccco1)N2 (centres undefined)	1.3	-0.23	0.9	1	1	x	1.6	3.5	7.0
Nc1nnc(CCC2CCCCC2)s1	1	1.15	0.3	1.1	1	0.6	-12.5	4.6	73.3*
O=C(/C(=C/c1ccc(Cl)cc1)c1nc2ccccc2[nH]1)c1cccs1	1.3	-0.47	0.2	0	x	77.8	99.1*	-4.2	76.4*
Cc1ccc(S(=O)(=O)NC2=NCN(CCOC(=O)c3ccc([N+](=O)[O-])cc3)CN2)cc1	1	2.82	1.2	1	1.3	43.0	-2.8	-1.8	-18.0
COc1cccc(C2C(C#N)=C(N)Oc3cc(C)n(Cc4ccccn4)c(=O)c32)c1OC (centres undefined)	1	0.74	1	1	1.3	3.9	2.9	1.6	1.1
CC(=O)c1cc2c(cc1NS(=O)(=O)c1ccc(C)cc1)OCO2	0.9	-1.7	0.4	1.1	1.2	-0.6	-11.9	-0.3	63.0*
CCOC(=O)c1c(C)oc2c1c(C(c1cccnc1)N1CCCCC1)c(O)c1ccccc12 (centres undefined)	1.7	-1.13	0.9	0.7	1.9	53.1	30.9	-3.2	5.1
c1csc(CSc2nc3ccccc3s2)c1	0.9	-0.71	0.6	0.9	1.7	-7.0	8.9	0.0	44.8
CC(C)(C)c1ccc(C(=O)NNC(=O)c2cccc(Br)c2)cc1	1	0.11	1.1	1.3	x	-4.3	-31.2	-3.5	-11.4
CN1CCN(C2=C(Cl)C(=O)N(c3cccc(Cl)c3)C2=O)CC1	1.2	0.22	0.8	0.9	1.1	0.7	11.4	2.7	15.0
O=C(c1cc(F)c(F)cc1Cl)N1CCCCC1	0.9	0.41	0.9	0.8	0.9	7.3	16.4	-2.2	8.5
NC(=O)c1nsc(C(=O)N(CC(=O)NCc2ccc3c(c2)OCO3)C2CCCC2)c1N	1	0.54	0.6	1.1	1.1	7.3	-7.9	-1.0	42.1
CCNC(=O)CP(=O)(c1ccccc1)c1ccccc1	1.1	-0.89	0.9	1	1.2	-7.0	4.2	3.6	6.9
CCc1ccc(-c2cc(C(=O)NN3CCOCC3)c3ccccc3n2)cc1	1.2	-0.14	0.9	0.5	x	2.4	53.8*	-7.2	9.6
CCc1ccc(N(CC(=O)O)S(=O)(=O)c2c(C)noc2C)cc1	1.2	x	1	0.7	1.1	-9.4	25.3	0.2	-1.8
Cc1c(NC(=O)CSc2nnc(-c3cccc(Cl)c3)o2)c(=O)n(-c2ccccc2)n1C	1.6	-0.2	1	0.7	1	-21.0	31.7	3.1	0.5
Cc1nc(C)c(C(=O)C2=C(O)C(=O)N(CCCN(C)C)C2c2ccco2)s1 (centres undefined)	1	x	0.9	0.7	1.1	-18.1	28.1	-2.4	6.8
O=C(Nc1ccc2c(c1)OCCO2)N1CCN(c2ccc(F)cc2)CC1	0.9	-0.3	0.9	0.9	x	-28.8	5.7	-2.5	10.5
CNc1ncc(C(=O)c2ccccc2)s1	1	-0.1	0.7	0.9	x	x	11.8	x	25.5
O=C(Nc1ccc2c(c1)OCO2)c1cncc(Br)c1	1.1	-0.73	0.9	0.9	1.5	-3.4	7.8	1.1	13.6
Cc1ccc2[nH]c(C(=O)O)c(NC(=O)CN3CCN(c4cccc(C)c4C)CC3)c2c1	1.5	-0.3	0.7	0.2	1.3	0.2	82.7*	-4.0	33.9
CC(=O)c1c(C)[nH]c(C(=O)NCc2ccc(C)cc2)c1C	0.9	1.8	0.6	0.5	x	-2.8	49.2	-4.5	43.8
CC(=O)Nc1ccc(OCC(=O)c2ccc(C)cc2C)cc1	1.7	0.47	0.3	1	0.8	10.4	-2.4	0.3	72.2*
O=C(NCCc1ccccc1)c1cc(-c2ccc3c(c2)OCO3)on1	0.7	-0.51	1	0.8	1.4	-2.8	20.7	3.9	3.4
COc1cccc(CNC(=O)C(CCSC)NS(=O)(=O)c2ccc3c(c2)oc(=O)n3C)c1 (centres undefined)	1	-0.08	0.9	1	1.1	-31.7	3.5	2.5	6.4

Assay outcomes (PubChem BioAssay)
